Source: PubChem
ANO1 block: TMEM16A chloride channel inhibitors, primary screen, cell-based, HTS; Anoctamin-1 (Mus musculus), Q8BHY3; HEK293 TMEM16A/YFP iodide influx fluorescence, ionomycin; normalized B-score (activity score, 25-100; higher = stronger inhibition) at 10 µM; 1.2% of 310,000 active; AID 588511, 2011;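 active = ratio plate-corrected score three or more library SD toward inhibition, starting fluorescence score within five deviations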;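 also: score derived from kinetic fluorescence span divided by baseline fluorescence per well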
TMEM16A act: TMEM16A chloride channel activators or potentiators, primary screen, cell-based, HTS; Anoctamin-1 (Mus musculus), Q8BHY3; HEK293 TMEM16A/YFP-H148Q/I152L, iodide quench fluorescence; hits give low values; B-score at 10 µM; 0.3% of 340,000 active;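 active = fluorescence-ratio B-score plate-corrected deviation score at least 3 library SD below zero, with starting fluorescence score within 5 deviations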;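 also: channel opened by trigger with iodide after compound preincubation; score built on the fluorescence ratio of max minus min over baseline; more negative score means more quench and so TMEM16A activation or potentiation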
hERG rescue: hERG rescue from dofetilide block, primary screen, cell-based, CHO-hERG, FluxOR thallium flux, dofetilide IC70. 0.51% of 310,000 active. Voltage-gated inwardly rectifying potassium channel KCNH2 (Homo sapiens), Q12809. dofetilide IC70 present. activation (rescue from dofetilide block), less the hit threshold, % at 10 µM;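 active = activation above the mean of controls blocked by dofetilide plus 5 SD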;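 also: thallium influx through hERG after potassium depolarization seen as dye fluorescence rise; in these data hits start at about 4.7%; inactives centre near -7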
KCNQ1 block: inhibitors of human KCNQ1 channel, primary screen, cell-based, thallium flux, high-throughput. B-score at 10 µM. CHO-K1 KCNQ1, FluxOR thallium flux fluorescence; hits give high values. AID 2642, 2010. Potassium voltage-gated channel subfamily KQT member 1 (Homo sapiens), P51787. 1.3% of 310,000 active;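 active = compounds whose thallium flux B-score, printed positive for inhibition, exceeds three library SD while starting fluorescence stays within three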;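 also: channel opened by potassium depolarization with thallium stimulus after 20 min compound exposure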
KCNK3 inh: human KCNK3 channel inhibitors, primary screen, CHO cells, FluxOR thallium flux, B-score; B-score at 10 µM; Potassium channel subfamily K member 3 (Homo sapiens), O14649; FluxOR fluorescence; hits give low values; 0.84% of 340,000 active; AID 602410, 2012;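 active = B-score under library mean minus 4 SD, starting fluorescence ratio at most library mean plus 5 SD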;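 also: more negative B-score means stronger inhibition of thallium flux through KCNK3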
KCNQ1 pot: potentiators or activators of KCNQ1 channel, primary screen, cell-based, thallium flux, high-throughput. Potassium voltage-gated channel subfamily KQT member 1 (Homo sapiens), P51787. CHO-K1 KCNQ1, thallium flux FluxOR fluorescence; hits give high values. B-score at 10 µM. 0.35% of 310,000 active. AID 2648, 2010;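 active = fluorescence ratio B-score, a plate-corrected score, at least three library SD, with initial intensity B-score within 5 SD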
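Assay system: CHO-K1 cells stably expressing KCNQ1. Medium: assay buffer for compound exposure, DMSO matched across wells. Timing: 37 °C overnight plating, 90-min dark dye load, 20-min compound pretreatment. Signal: kinetic FluxOR fluorescence, 10 s baseline plus 110 s post-stimulus.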
RGS4 block: RGS4 inhibitors, primary screen, cell-based, HEK293 M3R inducible RGS4, calcium flux; B-score at 10 µM; Regulator of G-protein signaling 4 (Homo sapiens), P49798; 0.45% of 310,000 active; Fluo-4 calcium flux; hits give high values; triggered by carbachol at its EC20;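 active = B-score, a plate-corrected calcium signal, over three deviations above library mean, with baseline fluorescence within five deviations of library mean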;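 also: RGS4 expression induced by doxycycline in cells with stable M3 receptor; B-score is computed from the integrated fluorescence ratio over baseline after carbachol; higher B-score means a larger calcium signal and so more RGS4 inhibition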
Target sequence (P49798 whole entry, looked up): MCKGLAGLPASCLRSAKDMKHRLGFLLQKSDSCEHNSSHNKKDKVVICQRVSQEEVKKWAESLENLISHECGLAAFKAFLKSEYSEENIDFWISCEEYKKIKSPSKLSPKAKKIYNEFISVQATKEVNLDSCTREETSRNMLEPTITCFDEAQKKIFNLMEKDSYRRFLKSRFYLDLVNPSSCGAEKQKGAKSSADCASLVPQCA
RGS4 pot: RGS4 potentiators or activators, primary screen, cell-based, HEK293 M3R inducible RGS4, calcium flux. carbachol calcium flux Fluo4; hits give low values. B-score at 10 µM. 0.92% of 310,000 active. AID 463111, 2010;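 active = B-score of the integrated calcium signal more than 4 SD below the library mean, with starting fluorescence not abnormally high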;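 also: negative B-score means reduced calcium response which marks RGS4 activation or potentiation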
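Material: Inducible-RGS4 HEK293 cells carrying M3 receptor; also added: carbachol at ECmax as muscarinic agonist stimulus; incubation: compound preincubation 20 min at room temperature before agonist; signal: Fluo4-AM (2 µM) calcium-flux fluorescence, kinetic read; measure: integrated calcium ratio converted to B score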
MrgX1 PAM: positive allosteric modulators of MrgX1, primary screen, HEK293 cells, Fluo-4 calcium flux. Mas-related G-protein coupled receptor member X1 (Homo sapiens), Q96LB2. FDSS; hits give high values. B-score at 10 µM. 0.63% of 310,000 active;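 active = plate-corrected calcium response at least 3 library SD above typical, normal starting fluorescence, not activating the receptor alone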;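 also: compound read alongside a low EC10 to EC30 dose of BAM8-22 agonist; peak minus trough fluorescence over baseline measured at the second addition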
Target sequence (Q96LB2 whole entry, looked up): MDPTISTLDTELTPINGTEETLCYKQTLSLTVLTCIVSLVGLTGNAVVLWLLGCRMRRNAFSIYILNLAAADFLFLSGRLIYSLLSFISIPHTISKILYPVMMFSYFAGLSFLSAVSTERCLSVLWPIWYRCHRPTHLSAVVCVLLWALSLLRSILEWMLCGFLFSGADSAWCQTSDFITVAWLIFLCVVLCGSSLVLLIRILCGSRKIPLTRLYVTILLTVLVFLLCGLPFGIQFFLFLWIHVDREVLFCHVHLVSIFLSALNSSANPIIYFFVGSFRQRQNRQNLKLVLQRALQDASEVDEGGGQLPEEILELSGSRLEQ
MrgX1 ag: agonists of human MrgX1 receptor, primary screen, HEK293 cells, Fluo-4 calcium flux. Mas-related G-protein coupled receptor member X1 (Homo sapiens), Q96LB2. Fluo-4 calcium fluorescence, agonist mode; hits give high values. B-score at 10 µM. 0.44% of 310,000 active. AID 588627, 2011;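 active = calcium response B-score plate-corrected fluorescence ratio at least 3 library SD, with starting fluorescence B-score inside 5 SD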
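Test system: HEK293 cells stably expressing human MrgX1 receptor; amount: 15,000 cells per well; doses: compound delivered in addition one of three; times: overnight plating before 1 h dye loading; detection: Fluo-4 NW calcium-flux fluorescence, kinetic read; read-out basis: B-scored fluorescence response ratio; controls: positive and negative controls per plate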
KCNK9 inh: KCNK9 potassium channel inhibitors, primary screen, HEK293 cells, thallium flux; FluxOR thallium flux fluorescence; hits give low values; Potassium channel subfamily K member 9 (Homo sapiens), Q9NPC2; AID 488922, 2010; 1.2% of 310,000 active; B-score at 10 µM;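 active = ratio B-score over 3 SD below the library mean, with starting fluorescence within 5 SD of its mean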;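 also: negative B-score means less thallium flux so channel inhibition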
Target sequence (Q9NPC2 whole entry, looked up): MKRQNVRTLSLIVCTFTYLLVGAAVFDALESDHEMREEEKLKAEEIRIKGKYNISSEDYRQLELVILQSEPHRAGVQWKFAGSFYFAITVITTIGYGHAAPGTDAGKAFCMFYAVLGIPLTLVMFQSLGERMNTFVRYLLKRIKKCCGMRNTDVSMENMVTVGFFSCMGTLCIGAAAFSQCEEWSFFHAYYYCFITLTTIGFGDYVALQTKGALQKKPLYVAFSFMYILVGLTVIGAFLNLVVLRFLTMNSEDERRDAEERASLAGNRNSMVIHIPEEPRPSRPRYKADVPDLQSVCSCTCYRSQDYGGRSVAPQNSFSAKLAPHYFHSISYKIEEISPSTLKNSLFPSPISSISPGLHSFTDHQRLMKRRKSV
Starred values were filed as active, the others as inactive; i = inactive; . = not tested or not shown.

SMILES	ANO1 block	TMEM16A act	hERG rescue	KCNQ1 block	KCNK3 inh	KCNQ1 pot	RGS4 block	RGS4 pot	MrgX1 PAM	MrgX1 ag	KCNK9 inh
O=C(N/N=C\c1cccc(OC(=O)c2ccco2)c1)c1ccc2c(c1)OCO2	i	i	-3	i	i	i	i	i	i	i	i
Cc1cc(/C=C2/SC(=O)N(CC(=O)OC(C)C)C2=O)c(C)n1C	i	i	2	i	i	i	i	i	i	i	i
CC1C2(C)OCC(C#N)(C(=N)O2)C1(C#N)C#N (configuration not stated)	i	.	-4	i	.	i	i	i	i	i	i
Cc1cccc(C)c1NC(=O)c1ccccc1C(=O)O	i	i	-6	i	i	i	i	i	i	i	i
COc1ccc(NC(=O)C2CCCNC2=O)cc1 (configuration not stated)	i	i	-3	i	i	i	i	i	i	i	i
Cn1cc(C(=O)Nc2cccc(F)c2)cn1	i	i	-4	i	i	i	i	i	i	i	i
N=c1c(C(=O)NCc2ccc3c(c2)OCO3)cc2c(=O)n3ccccc3nc2n1CC1CCCO1 (configuration not stated)	i	i	-14	i	i	i	i	i	i	i	i
CCc1cc(C(N)=O)c(NC(=O)c2ccc(OC)cc2)s1	i	i	-4	i	i	i	i	i	i	i	i
O=c1cc(N2CCCC2)c2ccccc2o1	i	i	-7	i	i	i	i	i	i	i	i
O=C(O)c1ccc[n+](Cc2ccc([N+](=O)[O-])cc2)c1	i	i	-7	i	i	i	i	i	i	i	i
COC(=O)c1cn(C(=O)c2ccco2)c2ccccc12	i	i	-6	i	i	i	i	i	i	i	i
CCC(C)(C#CCN1CCCCC1)OCCC#N (configuration not stated)	i	i	-7	i	i	i	i	i	i	i	i
O=C(COc1coc(CN2CCc3ccccc3C2)cc1=O)Nc1cccc([N+](=O)[O-])c1	i	i	-10	i	i	i	i	i	i	i	i
Cc1ccc(N2C(=O)CCSC23C(=O)Nc2ccccc23)cc1 (configuration not stated)	i	i	-6	i	i	i	i	i	i	i	i
CCOc1ccc(NC(=O)CC2C(=O)N(c3ccc(OC)cc3)C(=O)N2Cc2ccc(OC)cc2)cc1 (configuration not stated)	i	i	-14	i	i	i	i	i	i	i	i
COc1ccc(O)c(/C=N/NC(=O)c2ccc(CSc3nc(C)cc(C)n3)cc2)c1	i	i	-12	i	i	i	i	i	i	i	i
CCn1cc(C(=O)NCC2CCCO2)c(=O)c2cc(S(=O)(=O)N3CCC(C)CC3)ccc21 (configuration not stated)	i	i	-8	i	i	i	i	i	i	i	i
COc1cccc(-n2c(SCC(=O)NC3CCCC3)nnc2-c2ccco2)c1	i	i	-6	i	i	i	i	i	i	i	i
O=c1c(O)c(-c2ccc(O)cc2)oc2cc(O)cc(O)c12	i	i	-8	i	i	i	i	i	i	i	i
C=CCNc1nc2c(c(=O)n(C)c(=O)n2C)n1CCCCCC	i	i	-15	i	i	i	i	i	i	i	i
Cn1c(N/N=C/c2cc3ccccc3nc2Cl)nc2ccccc21	i	i	-16	i	i	i	i	i	i	i	i
CCOC(=O)CON1C(=O)C(C)(C)N(OCC(=O)OCC)C(=O)C1(C)C	i	i	-9	i	i	i	i	i	i	i	i
CN(C)S(=O)(=O)c1ccc(C(=O)OCC2CCCO2)cc1 (configuration not stated)	i	i	-4	i	i	i	i	i	i	i	i
NNC(=O)CSc1c(-c2cccs2)[nH]c2ccccc12	i	i	-11	i	i	i	i	i	i	i	i
COc1cc(-c2noc(C)n2)cc(OC)c1OC	i	i	-2	i	i	i	i	i	i	i	i
CCC(C)(C(=O)NC1CCCCC1)N(CC1CCCO1)C(=O)Cc1cccs1 (configuration not stated)	i	i	-9	i	i	i	i	i	i	i	i
CC(C)(C)NC(=O)C1CCN(S(=O)(=O)c2ccc(Br)cc2)CC1	i	i	-9	i	i	i	i	i	i	i	i
Cc1c(-c2nc(N)nc(Nc3ccccc3)n2)oc2ccccc12	i	i	-10	i	i	i	i	i	20*	i	i
Cn1c(=O)c2c(ncn2CC(=O)OCC(=O)NCc2ccc(Cl)cc2)n(C)c1=O	i	i	-7	i	i	i	i	i	i	i	i
CCCS(=O)(=O)c1snnc1C	i	i	-3	i	i	i	i	i	i	i	i
CCOc1ccc(-n2c(N)c(C(=O)N3CCN(C)CC3)sc2=S)cc1	i	i	-10	i	i	i	i	i	i	i	i
C=CCC(C)(NCc1ccccc1)c1ccccc1 (configuration not stated)	i	i	-10	i	i	i	i	i	i	i	i
CCOC(=O)c1[nH]ncc1CN1CCN(Cc2ccccc2)C(CCO)C1 (configuration not stated)	i	i	-15	i	i	i	i	i	i	i	i
O=C(C1CCN(Cc2cn[nH]c2-c2ccc(F)cc2F)CC1)N1CCOCC1	i	i	-4	i	i	i	i	i	i	i	i
Nc1nc(NCc2c(F)cccc2Cl)nn1-c1ccccc1	i	i	-5	i	i	i	i	i	i	i	i
CC1=C(C#N)C(Nc2cccc(C)n2)(C(F)(F)F)C(=O)N1 (configuration not stated)	i	i	3	i	i	i	i	i	i	i	i
CC(=O)N1CCN(Cc2nc3cc(NC(=O)C4CCCCC4)ccc3n2C)CC1	i	i	-5	i	i	i	i	i	i	i	i
COc1ccc(-n2c(-c3ccco3)nc3c(cnn3-c3ccc(C)cc3)c2=O)cc1	i	i	-15	i	i	i	i	i	i	i	i
CCOc1ccc(NC(=S)NC(=O)c2ccco2)cc1	i	i	6.1*	i	i	12*	i	i	i	i	i
O=C(CSCc1ccc(Cl)cc1)Nc1ccc2c(c1)OCCO2	i	i	-6	i	i	i	i	i	i	i	i
O=C(Nc1ccc(Br)cn1)c1cccc(C(=O)Nc2ccc(Br)cn2)c1	i	i	-4	i	i	i	i	i	i	i	i
COC(=O)c1ccc(CSc2nnc(CNC(=O)COc3ccc(Cl)cc3)o2)o1	i	i	-5	i	i	i	i	i	i	i	i
COc1ccc([C@@H]2[C@@H]3C(=O)N(C(C)(C)C)C(=O)[C@@H]3[C@]3(C)C(=O)N(c4cccc(F)c4)C(=O)N23)cc1	i	i	-3	i	i	i	i	i	i	i	i
c1ccc(-c2cn3c(n2)-c2ccccc2C3)cc1	i	i	-7	i	i	i	i	i	i	i	i
CCCOC(=O)C(C)n1c(-c2ccccc2)nc2ccccc2c1=O (configuration not stated)	i	i	-9	7*	i	i	i	i	i	i	-11*
CC(C)n1cc(CN2CCC(Oc3ccc(C(=O)N4CCCC4)cc3)CC2)cn1	i	i	-8	i	i	i	i	i	i	i	i
CC1CC(C)CN(C(=O)CCc2nnc3ccc(N4CCCCC4)nn23)C1 (configuration not stated)	i	i	-10	i	i	i	i	i	i	i	i
CNc1nc(SC(C)C(=O)Nc2ccc(Cl)c(Cl)c2)nc(N2CCOCC2)n1 (configuration not stated)	i	i	-2	i	i	i	i	i	i	i	i
O=C(NCc1cccs1)c1cc(-c2cccs2)on1	i	i	-14	i	i	i	i	i	i	i	i
CCOC(=O)N1CCC(N2Cc3cccc(C(=O)Nc4ccc(F)cc4)c3C2=O)CC1	i	i	-8	i	i	i	i	i	i	i	i

Additional structures follow.
SMILES	ANO1 block	TMEM16A act	hERG rescue	KCNQ1 block	KCNK3 inh	KCNQ1 pot	RGS4 block	RGS4 pot	MrgX1 PAM	MrgX1 ag	KCNK9 inh
COc1cc(Cl)c(CN2CCC(CO)(CCOc3ccccc3)CC2)cc1OC	i	i	-22	i	i	i	i	i	i	i	i
CCOC(=O)Cc1csc(N/N=C\c2cccc(Br)c2)n1	i	i	-4	i	i	i	i	i	i	i	i
CCc1cccc(NC(=S)N(CCCOC(C)C)C2CCN(C(C)=O)CC2)c1	i	i	-6	i	i	i	i	i	i	i	i
CCOC(=O)Cn1c(=O)oc2cc(S(=O)(=O)N(C)Cc3ccco3)ccc21	i	i	-3	i	i	i	i	i	i	i	i
CCn1cc(CN2CCCC(C(=O)Nc3ccc(-c4cscn4)cc3)C2)c(C)n1 (configuration not stated)	i	i	-4	i	i	i	i	i	i	i	i
COc1ccc([C@H]2/C=C\CN(S(=O)(=O)c3ccc(C)cc3)[C@@H](C)C(=O)N2Cc2ccc(F)cc2)cc1	i	i	-13	i	i	i	i	i	i	i	i
CCOC(=O)C1(Cc2ccccc2C(F)(F)F)CCN(C(C)CCn2cccn2)CC1 (configuration not stated)	i	i	-13	i	i	i	i	i	i	i	i
CCNc1sc(C(=O)c2cccs2)c(N)c1C#N	i	i	-6	i	i	i	i	i	i	i	i
COc1cc(NC(=S)NC(=O)c2ccccc2F)ccc1NC(=O)c1cccs1	i	i	-16	i	i	i	i	i	i	i	i
COc1cc(C(=O)NNC(=O)c2ccco2)cc(OC)c1OC	i	i	-5	i	i	i	i	i	i	i	i
COC(=O)c1ccccc1NC(=O)/C=C/c1cc(OC)c(OC)c(OC)c1	i	i	-14	i	i	i	i	i	i	i	i
O=C(Nc1nc2c(Br)cccc2s1)C1CC1	i	i	-11	i	i	i	i	i	i	i	i
O=C(Oc1c(CN2CCOCC2)cc(Cl)c2cccnc12)c1ccccc1Cl	i	i	-9	i	i	i	i	i	i	i	i
CC(C)NC(=O)c1ccccc1NC(=O)C(C)Oc1ccccc1 (configuration not stated)	i	i	-11	i	i	i	i	i	i	i	i
Cc1cc(N=Nc2ccc(C)c(N=Nc3cc(C)c(N)cc3N)c2)c(N)cc1N	i	i	-4	i	i	i	i	i	i	i	i
